Compound activity: PubChem, several laboratories
S1P1 ag pot = S1P1 (human) agonism or agonism potentiation; P21453; 56,000 compounds, 0.57% hits; AID 449; S1P1 CRE-bla cells, forskolin, beta-lactamase FRET, potentiator mode; S1P1 agonist co-added at EC20, 2 nM; 100% = saturating reference agonist, 0% = basal; activation, % at 9.5 µM;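 active = activation above a cutoff set at the mean activation of all tested compounds plus 3 SD, cut at about 54% in these data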;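 also: forskolin at 4 µM as EC80 and the EC20 agonist is SEW2871; 100% = SEW2871 at its EC100 plus forskolin at EC80; some compounds past the cut are filed as inactive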
HTR1E agonist = agonists of human 5-HT1E serotonin receptor; P28566; CHO 5-HT1E Ga15 NFAT-bla reporter, FRET; 0% DMSO wells, 100% control agonist wells; activation, % at 6 µM; 65,000 compounds, 0.69% hits; AID 574;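 active = activation above a set limit, the screen-wide mean activation plus 3 SD, cut at about 8.5% in these data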;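 also: 100% = positive control agonist at 1 µM giving full maximal response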
HEK293 NFkB inh = lowers PMA/ionomycin-induced NF-kB signal in HEK293 cells. inhibition, % at 3 µM. HEK-293 NF-kB luciferase reporter, luminescence. AID 465. 62,000 compounds, 0.21% hits;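 active = inhibition above the mean of all tested compounds plus 3 SD, cut at about 40% in these data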;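 also: 0% = stimulated DMSO wells and 100% = 10 µM reference inhibitor 5653914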
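Signal: luciferase luminescence; Material: HEK-293 cells with stable firefly luciferase reporter driven by four HIV NF-kB elements; Probe or stimulus: PMA with ionomycin; Replication: tested once; Times: 1 h compound pretreatment, then 16 h stimulation at 37 °C, 5% CO2; Benchmarks: DMSO and 10 µM reference inhibitor; Evaluation: per-plate % inhibition versus controls.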
S1P3 ag = activates the human S1P3 receptor; S1P3 NFAT-BLA reporter cells, agonism, FRET ratio; relative to 1 µM S1P, basal subtracted; Q99500; 60,000 compounds, 0.1% hits; activation, % at 4.5 µM;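 active = activation above the screen-wide mean plus 3 SD, cut at about 4.5% in these data, passing the limit was not always enough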; also: some compounds called inactive have numbers as strong as hits
Target sequence (Q99500 whole entry, looked up): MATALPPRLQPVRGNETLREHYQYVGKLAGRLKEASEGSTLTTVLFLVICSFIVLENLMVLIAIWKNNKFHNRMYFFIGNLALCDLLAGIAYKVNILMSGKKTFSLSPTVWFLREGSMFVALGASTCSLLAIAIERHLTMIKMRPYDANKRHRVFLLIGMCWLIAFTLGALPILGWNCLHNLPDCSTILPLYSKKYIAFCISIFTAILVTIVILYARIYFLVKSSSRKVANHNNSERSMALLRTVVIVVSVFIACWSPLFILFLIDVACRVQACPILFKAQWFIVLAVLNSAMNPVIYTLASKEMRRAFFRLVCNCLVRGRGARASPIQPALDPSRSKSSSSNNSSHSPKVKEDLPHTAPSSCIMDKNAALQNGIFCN
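Material: Human S1P3 NFAT-BLA reporter CHO cells | Incubation: Overnight plating, 4 h compound 37 °C, 2 h substrate RT | Signal: FRET β-lactamase substrate fluorescence, excitation 405 nm, 460/535 nm emission ratio, background-subtracted | Compound: 4.5 µM final, single dose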
5HT1E antag = antagonists of human 5-HT1E serotonin receptor | 65,000 compounds, 0.99% hits | P28566 | AID 571 | CHO 5-HT1E Ga15 NFAT-bla reporter, FRET, antagonist | inhibition, % at 6 µM;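 active = inhibition above a set limit, the mean inhibition across every tested compound plus 3 SD, cut at about 29% in these data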;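 also: signal is the 460 over 535 nm emission ratio of beta-lactamase substrate; 0% = agonist plus DMSO wells and 100% = wells without agonist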
Jurkat tox 60K = cytotoxicity toward Jurkat cells; Jurkat E6.1 viability, ATP luminescence, 48 h; inhibition, % at 4 µM; 56,000 compounds, 1.2% hits; AID 463;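 active = inhibition above the mean inhibition of all tested compounds plus 3 SD, cut at about 28% in these data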
HTR1A agonist = agonists of human 5-HT1a serotonin receptor. P08908. CHO 5-HT1a Ga15 NFAT-bla reporter, FRET ratio; 0% basal, 100% maximal reference agonist. activation, % at 10 µM. 65,000 compounds, 0.56% hits. AID 567;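 active = activation above the screen-wide mean activation plus 3 SD, cut at about 19% in these data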;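 also: 0% = DMSO wells and 100% = 5-CT at EC100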
Target sequence (P08908 whole entry, looked up): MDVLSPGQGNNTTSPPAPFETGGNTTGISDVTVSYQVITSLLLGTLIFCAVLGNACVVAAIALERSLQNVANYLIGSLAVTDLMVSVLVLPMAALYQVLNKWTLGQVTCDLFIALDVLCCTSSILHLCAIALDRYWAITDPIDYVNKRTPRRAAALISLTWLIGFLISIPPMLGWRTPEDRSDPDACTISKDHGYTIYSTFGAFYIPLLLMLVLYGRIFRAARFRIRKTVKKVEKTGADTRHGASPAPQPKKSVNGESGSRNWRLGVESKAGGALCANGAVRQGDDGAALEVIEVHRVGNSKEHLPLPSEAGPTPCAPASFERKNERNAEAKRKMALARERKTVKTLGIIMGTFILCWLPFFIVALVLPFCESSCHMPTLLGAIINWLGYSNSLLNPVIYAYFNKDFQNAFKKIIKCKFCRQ
D1 allo mod = allosteric modulators of human D1 dopamine receptor. HEK293 D1, CRE-luciferase, dopamine EC30 potentiation; actives deviate in either direction. AID 641. B-score at 10 µM. 58,000 compounds, 5.9% hits. P21728;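 active = luminescence count or its row- and column-corrected plate score outside the 99.7% band of the plate's sample wells, on either side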
5-HT1A blocker = 5-HT1a (human) receptor antagonism | inhibition, % at 10 µM | 62,000 compounds, 0.68% hits | CHO 5-HT1a Ga15 NFAT-bla reporter, antagonist mode | AID 612;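 active = inhibition above the mean of all tested compounds plus 3 SD, cut at about 43% in these data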;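 also: receptor stimulated by 5-CT agonist at 100 nM near EC80; beta-lactamase reporter measured by ratiometric fluorescence of a cleavable substrate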
* marks the source's active call; other numbers are inactive results; / = no result given.

SMILES	S1P1 ag pot	HTR1E agonist	HEK293 NFkB inh	S1P3 ag	5HT1E antag	Jurkat tox 60K	HTR1A agonist	D1 allo mod	5-HT1A blocker
CCCCn1c(NCCN(C)C)nc2c1c(=O)[nH]c(=O)n2C	5	0.1	20	-1.7	0	6	-1.1	-0.77	-4
Cc1ccc(C(=O)Nc2nccs2)cc1S(=O)(=O)N1CCCCC1	3	-1.7	-8	-0.5	-6	4	-1.7	-0.83	7
Cc1cc2oc(C(=O)NC3CCS(=O)(=O)C3)c(C)c2cc1C (stereo not drawn)	-15	0.5	23	-0.5	1	-8	-1.9	-0.86	-9
COc1ccc(C2SCC(C(=O)O)N2C(C)=O)cc1OC (stereo not drawn)	-14	0.2	8	-0.6	2	-2	-1.1	/	3
COc1ccc(OC)c(S(=O)(=O)Nc2cc(OC)c(Cl)cc2OC)c1	-11	0.3	14	-0.8	-2	-3	-0.1	0.02	11
Cc1cc2c(cc(C(=O)OCC(=O)NCc3cccs3)n2C(C)C)o1	21	0.0	33	-0.7	38*	64*	-3.2	11*	36
COc1ccccc1CNC(=O)c1ccc(NS(=O)(=O)c2c(C)noc2C)cc1	-7	-0.1	7	-0.3	1	0	-3.5	4.2*	6
CCOC(=O)C1CCN(C(=O)CSCCSCC(=O)N2CCC(C(=O)OCC)CC2)CC1	31	0.5	8	-0.1	6	-2	0.8	0.011	-6
CC1(C)CC(=O)C2=C(C1)N(CC1CCCO1)C(=O)NC2(C(F)(F)F)C(F)(F)F (stereo not drawn)	/	-0.4	3	-0.3	9	1	-2.1	0.32	-6
CCOC(=O)N1CCN(C(=O)C2CC(=O)N(c3ccc(OC)cc3)C2c2ccc(OC)cc2)CC1 (stereo not drawn)	/	-0.5	0	/	-3	/	2.5	0.043	-13
O=C(NC1CCCC1)c1ccc2nc[nH]c2c1	-9	-0.5	-2	-1.1	3	-1	-4.1	-0.5	10
Oc1ccccc1CNn1cnnc1	13	-0.9	/	-2.3	-15	/	-2.8	/	/
COc1ccc(Cl)c(Cn2c(NCC(C)O)nc3c2c(=O)n(C)c(=O)n3C)c1 (stereo not drawn)	-5	0.3	32	-0.2	2	20	2.8	-0.62	3
O=C(CSc1nc2[nH]ncc2c(=O)n1-c1ccccc1)N1CCCc2ccccc21	-40	1.0	18	0.9	-2	3	3.5	0.27	1
O=C(NCc1cccnc1)C1c2ccccc2C(=O)N1C1CCCC1 (stereo not drawn)	1	-0.1	-2	-0.9	-9	-18	-5.5	-0.19	-1
Cn1c(C(=O)NCCCN2CCN(c3cccc(Cl)c3)CC2)cc2c(=O)n(C)c3ccccc3c21	-12	15*	11	-0.8	29*	2	36*	-0.95	47*
Cc1c(NC(=O)c2cc(C(C)C)on2)c(=O)n(-c2ccccc2)n1C	-2	0.2	15	-0.8	0	6	-2.8	-0.028	-3
CCOC(=O)c1ccc(NC(=O)CSc2nc(C)nc3c2c(=O)n(C)c(=O)n3C)cc1	-1	0.5	15	-0.4	6	6	-0.8	-0.024	4
COc1ccc2c(c1)OC1(C)CC2C(C(=O)c2ccccc2OC)C(=O)N1 (stereo not drawn)	-5	1.1	3	-0.1	-13	-7	1.8	1.2	-9
COc1ccc(-c2cc(C(=O)NC3CCCC3)no2)cc1OC	74*	-0.6	6	-1.8	3	-1	-3.2	-0.76	2
O=C1c2ccccc2S(=O)(=O)N1Cc1nnc(-c2ccccc2Br)o1	1	1.6	13	-0.3	2	-4	2.6	0.99	4
CCCNc1nc2c(c(=O)[nH]c(=O)n2C)n1CCCc1ccccc1	-25	-0.7	2	0.3	7	-5	2.5	1.1	2
CC(CCc1ccccc1)NC(=O)C1CCN(C(=O)c2sccc2-n2cccc2)CC1 (stereo not drawn)	15	-0.2	22	-0.2	-20	-3	1.6	-0.11	10
Cc1c(C(=O)NCc2cccnc2)oc2c1C(=O)CC(C)(C)C2	/	0.7	-4	-0.3	-7	9	-1.6	-0.075	-8
COc1nc(C)ccc1-c1noc(-c2ccncc2)n1	8	-0.2	-15	0.0	-2	-1	-3.0	6.7*	-4
Cn1c(=O)c(C(=O)CSc2nncs2)c(N)n(Cc2ccccc2)c1=O	-22	-0.3	16	0.5	-3	-5	-0.8	1.6	-1
COCCn1nnnc1C(c1cc(OC)ccc1OC)N1CCc2ccccc2C1 (stereo not drawn)	5	-0.8	30	-1.3	0	8	-0.8	0.6	14
Cc1sc2nc(C3CC3)nc(SCC(=O)NCc3ccco3)c2c1C	-46	-0.4	11	-1.9	19	3	-0.3	0.76	7
COc1cc(C(=O)N2CCCC(c3nc(-c4cccs4)no3)C2)cc(OC)c1OC (stereo not drawn)	-30	0.4	7	-0.1	-9	-3	-1.2	0.17	-17
COc1ccc(NC(=O)C2CCCN2c2ccc(OC)c(OC)c2)cc1OC (stereo not drawn)	/	0.5	15	/	2	/	-1.6	6*	-13
CSc1ncccc1C(=O)OCC(=O)N1CCOCC1	-43	-0.2	24	0.2	-2	-1	-4.3	0.016	-3
O=C(NCc1ccccc1)c1noc2c1CCCC2	-7	0.3	2	-0.4	-10	56*	-2.8	-0.81	-6
c1ccc2nc3c(nc2c1)CCc1nonc1-3	/	-0.6	13	-1.2	8	20	-1.4	/	12
Cn1c(=O)[nH]c(=O)c2c1nc(CN1CCN(c3ccc(F)cc3)CC1)n2CCc1ccccc1	-11	-0.1	18	-0.4	-3	3	-1.5	-0.25	-23
Cc1cc(C)n(S(=O)(=O)c2ccc(C)c(C)c2C)n1	/	0.7	13	-0.5	-9	4	0.2	-0.86	7
CC1(C)CC(=O)C(C=NCC(N)=O)=C(O)C1	5	-0.3	21	-0.8	13	6	0.9	0.036	-10
CCOC(=O)c1c(NC(=O)COC)sc(C(C)=O)c1C	-42	-0.1	0	-0.6	6	-7	-0.7	/	5
CCCc1[nH]nc2c1C(c1cn[nH]c1-c1ccc(F)cc1)C(C#N)=C(N)O2 (stereo not drawn)	40	-0.9	18	-0.7	-2	22	-3.2	0.24	18
COc1ccc(C)cc1-n1c(N)c(C#N)c(C#N)c1-c1ccc(OC)c(OC)c1OC	-27	0.1	16	-0.7	-5	3	1.8	-0.61	-2
O=C(NC1CCCCC1)N(Cc1cc2cc3c(cc2[nH]c1=O)OCCO3)CC1CCCO1 (stereo not drawn)	-15	-0.4	6	-1.0	-6	-2	-0.9	/	-14
CC(=O)Nc1ccc(NC(=O)Cn2cc3c(n2)CCCC3)cc1	5	-0.5	26	-0.2	10	2	-1.4	-0.08	-4
CCOC(=O)c1cc(C(C)(C)C)oc1CN	/	-1.0	8	/	3	/	-1.8	-0.16	-14
CC(=O)c1cccc(NC(=O)Nc2ccc(C(=O)N3CCCC3)cc2)c1	6	-0.8	3	0.2	-5	1	0.5	-1.1	-8
Cc1ccc(O)c(CNc2ccccn2)c1	9	-0.3	8	-1.0	5	-7	-4.2	0.15	0
N#Cc1c(N)oc(-c2ccccc2)c1-c1ccccc1	/	-0.7	12	/	8	/	-1.0	/	7
O=c1c2c(nc3nc(COc4ccccc4)[nH]n13)CCC2	5	-0.3	5	-0.5	-9	-6	7.7	-0.27	-11
O=C(CSCCO)Nc1nccs1	-7	0.2	-4	-0.9	5	4	-1.1	-0.16	0
CC(=O)Nc1cccc(NC(=O)c2c(-c3ccccc3)noc2C)c1	-9	0.2	11	-1.2	9	9	-1.4	0.89	4
COCCN(CC(=O)Nc1ccc(F)cc1)S(=O)(=O)c1ccc(S(=O)(=O)N2CCCC2)cc1	12	-0.9	7	-1.0	1	-4	-0.5	-0.093	-15
Cc1ccc(-n2ncc3c(=O)n(Cc4ccccn4)cnc32)cc1C	-1	0.2	11	-0.1	-7	-3	-1.5	-0.74	-8
O=C(CCN1c2ccccc2Sc2ccccc21)OCC(=O)N1CCN(C(=O)c2ccco2)CC1	8	0.8	0	-0.6	-2	-2	0.8	0.12	7
COc1ccc(-c2cc(-c3ccccc3O)[nH]n2)cc1OC	-34	0.3	-2	-0.2	-16	-2	0.4	3.4*	-5
O=C(CN1CCN(c2ccc(F)cc2)CC1)N1CCOCC1	-4	-0.1	13	-0.8	-2	-2	-0.6	-0.55	-8
CCC(c1nnnn1C(C)C)N1CCN(C2CCCC2)CC1 (stereo not drawn)	12	-0.1	20	-0.3	-2	-2	0.0	-0.0057	13
COc1ccc(NC(=O)N2CCCC2)cc1OC	-13	-0.1	-2	-0.2	-1	-2	-1.6	/	2
Cc1ccc(-c2cnc(NC(=O)CCC(=O)N3CCCCC3)n2C)cc1	14	-2.0	65*	-1.3	1	3	-0.6	-0.019	6
Cc1ccc(-c2c(C)n([O-])c3c([n+]2=O)CCC3)o1	-5	0.4	22	-0.1	-8	-11	0.0	0.056	-10
Cc1ccc(S(=O)(=O)N2CCN(c3nc(C)nc4sc(C)c(C)c34)CC2)cc1	5	-1.0	14	-0.7	8	0	-0.4	-0.019	0
Cc1ccc(-n2c(SCC(=O)N3CCOCC3)nnc2-c2ccncc2)cc1	/	0.4	0	-0.6	-2	-5	0.2	-0.46	0
COCCn1c(SCC(=O)N2CCCCC2)nc2cccnc21	5	-0.1	12	-0.2	-2	-14	0.5	-0.34	32
(further entries)
SMILES	S1P1 ag pot	HTR1E agonist	HEK293 NFkB inh	S1P3 ag	5HT1E antag	Jurkat tox 60K	HTR1A agonist	D1 allo mod	5-HT1A blocker
Cc1ccc(-c2ccc(CCC(=O)O)n2NC(=O)c2ccco2)cc1	/	1.5	12	-0.2	-12	-9	-0.6	-0.22	-6
Cn1nnnc1SCCNS(=O)(=O)c1ccccc1	-5	-1.0	1	-0.3	0	-10	-1.8	/	1
CCn1nnnc1-c1ccc(OC)c(S(=O)(=O)Nc2ccc(C(=O)OC)cc2)c1	-6	-1.0	16	0.0	11	6	0.1	0.22	-1
c1ccc(OCCSc2nnnn2-c2ccccc2)cc1	-7	-0.1	-26	-0.3	-1	0	4.3	-0.54	-7
c1coc(-c2nc(-c3ccco3)c(-c3ccco3)nc2-c2ccco2)c1	/	1.3	11	/	-15	/	2.5	0.56	-30
CCn1c(Cc2ccc(OC)cc2)nnc1SCC(=O)Nc1nc2ccccc2s1	16	0.9	20	-0.4	-4	4	1.3	-0.19	-10
CCCCN(C)C(=O)c1cn(CC)c2ccc(S(=O)(=O)N(C)C)cc2c1=O	-19	-0.2	-3	0.3	-3	-3	-0.7	3*	3
Cc1ccnc(-n2c(CCN3C(=O)c4ccccc4C3=O)nc3ccccc3c2=O)c1	/	1.5	0	-0.5	3	-2	2.0	0.39	-11
CN(C)Cc1nc2c([nH]1)c(=O)n(C)c(=O)n2C	5	-0.1	-8	0.0	-6	-5	-3.3	0.5	0

Entries of single compounds, quoted from the list.
`CCn1nnnc1-c1ccc(OC)c(S(=O)(=O)Nc2ccc(C(=O)OC)cc2)c1` is entered as S1P1 ag pot = -6; HTR1E agonist = -1.0; HEK293 NFkB inh = 16; S1P3 ag = 0.0; 5HT1E antag = 11; Jurkat tox 60K = 6; HTR1A agonist = 0.1; D1 allo mod = 0.22; 5-HT1A blocker = -1
`Cn1nnnc1SCCNS(=O)(=O)c1ccccc1` is entered as S1P1 ag pot = -5; HTR1E agonist = -1.0; HEK293 NFkB inh = 1; S1P3 ag = -0.3; 5HT1E antag = 0; Jurkat tox 60K = -10; HTR1A agonist = -1.8; D1 allo mod = /; 5-HT1A blocker = 1
